Compound activity from PubChem.
LYP phosphatase – PTPN22 lymphoid phosphatase activity blockers – biochemical, fluorescence intensity, uHTS (AID 1779) | inhibition, % at 11.5 µM; hits with a dose series show IC50 in µM | recombinant LYP phosphatase, fluorescence intensity; higher % means a stronger effect | actives 0.054% (n = 290,000); in the data active means inhibition above about 50%;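 further: plate controls were vehicle with enzyme for no effect and no enzyme for full effect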
AID2073 – inhibitors of Mint1-CaV2.2 protein interaction, biochemical, HTRF (AID 2073) | HTRF protein-protein interaction, Mint1-CaV2.2; higher % means a stronger effect | actives 0.19% (n = 290,000) | inhibition, % at 20 µM, or IC50 in µM where a hit was titrated; in the data active means inhibition mostly above about 51%, no sharp cut-off; further: some results filed as inactive read as strong as hits
Autophagy mod – autophagy modulation, high-content screen; MEF GFP-LC3 puncta imaging; test concentration mostly 10 µM; calls only at 10 µM (by protocol); actives 0.98% (n = 190,000); AID 463193;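 active means percentage of spot-positive cells more than 3 SD above its plate mean, without a fluorescence outlier flag or 80% toxicity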;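 further: spot-positive cell cutoff set from DMSO-treated cells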
NS5 inhibitors – flavivirus cap methylation enzyme inhibition – biochemical, confirmation dose response, primary screen (AID 588689) | Dengue-2 NS5 methyltransferase capping enzyme assay, biochemical; higher % means a stronger effect | inhibition, % at 25 µM; hits with a dose series show IC50 in µM | actives 0.3% (n = 340,000); in the data active means a potency from the dose series
GPR35 antagonists – GPR35 antagonists blocking zaprinast-driven arrestin recruitment, primary screen, imaging, U2OS, beta-arrestin-GFP, zaprinast agonist (AID 2058); inhibition, % at 10 µM, or IC50 in µM where a hit was titrated; actives 0.052% (n = 290,000); U2OS GPR35 beta-arrestin-GFP translocation imaging, zaprinast antagonism; higher % means a stronger effect;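 active means inhibition of at least 50% with at least 30 cells and total cytoplasm GFP at most 10,000,000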
K1F lysis inhibition – protection from phage-mediated lysis, alamar blue read-out – E. coli UTI89, K1F phage, bacterial capsule biogenesis inhibitors (AID 488966); E. coli UTI89 K1F phage lysis, alamar blue, 2 h; higher % means a stronger effect; one-dose inhibition, % at 100 µM; IC50 in µM for titrated hits; actives 0.02% (n = 340,000);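 active means phage lysis inhibition, versus mean bacterial control, above a set limit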;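 further: capsule biogenesis inhibitors block K1F phage lysis so surviving cells raise fluorescence; higher fluorescence means more inhibition of phage lysis; actives were called in the ten point dose series up to 300 µM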
RSV antiviral HEp-2 – inhibition of RSV-induced cytopathic effect – HEp-2 cells, primary 10 µM value included (AID 2391) | actives 0.13% (n = 310,000) | one-dose CPE inhibition, % at 10 µM; IC50 in µM for titrated hits | HEp-2 cells, RSV-induced CPE inhibition; higher % means a stronger effect; in the data active means a potency from the dose series; further: strong numbers were not always called active
WT yeast gro inh – growth inhibition of WT yeast, mitochondrial fusion screen; AID 1362; inhibition, % at 10 µM; mitochondrial fusion phenotypic screen, WT strain; actives 2.1% (n = 190,000); in the data active means inhibition above about 58%; tested in S. cerevisiae
NTR1 ag – NTR1-driven beta-arrestin-GFP spot formation – imaging, U2OS cells, high content, primary screen (AID 493036); agonist mode; actives 0.17% (n = 330,000); activation, % at 20 µM; P30989;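 active means activation at or above 40% of the spot to cytoplasm intensity ratio, with at least 20 cells analyzed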;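 further: 0% = DMSO without peptide and 100% = 100 nM NTR1 peptide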
Target sequence (P30989 whole entry, looked up): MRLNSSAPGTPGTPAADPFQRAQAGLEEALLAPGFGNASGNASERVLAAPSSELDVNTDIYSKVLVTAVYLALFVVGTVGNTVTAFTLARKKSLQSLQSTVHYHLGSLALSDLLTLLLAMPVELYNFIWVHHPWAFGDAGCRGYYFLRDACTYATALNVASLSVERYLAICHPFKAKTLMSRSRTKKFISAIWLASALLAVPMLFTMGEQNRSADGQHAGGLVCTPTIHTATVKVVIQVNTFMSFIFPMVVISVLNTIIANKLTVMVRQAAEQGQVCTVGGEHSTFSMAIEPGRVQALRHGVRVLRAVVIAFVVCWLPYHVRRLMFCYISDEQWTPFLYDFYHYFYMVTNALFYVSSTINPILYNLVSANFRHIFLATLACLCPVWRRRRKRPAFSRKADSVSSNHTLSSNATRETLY
WT yeast gro inh mutant strain – recorded beside WT yeast gro inh, whose call it bears; inhibition, %; mitochondrial fusion phenotypic screen, mutant strain inhibition
Autophagy mod cell loss 18 h – also measured in Autophagy mod; calls as there; toxicity, %; measured here: cell loss, nuclei count;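 cell loss after 18 h compound exposure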
NTR1 ag cell count 20 µM – further read-out of NTR1 ag, marked with its call; cell count; measured here: cell count, cytotoxicity flag
NS5 inhibitors pilot replicate – recorded beside NS5 inhibitors, whose call it bears; inhibition, %; measured here: pilot screen replicate inhibition
The depositor's hits bear a star; i = inactive; . = not tested or not shown; [ ] = another dose, or the depositor's remark. Compounds as they come; overall some 2.6% were active at least once.

SMILES | LYP phosphatase | AID2073 | Autophagy mod | Autophagy mod cell loss 18 h | NS5 inhibitors | GPR35 antagonists | K1F lysis inhibition | RSV antiviral HEp-2 | WT yeast gro inh | WT yeast gro inh mutant strain | NTR1 ag | NTR1 ag cell count 20 µM | others
CN(C)C(=O)c1ccc(Nc2nc(-c3cccs3)nc3ccccc23)cc1 | 0% | 19% | . | . | -1% | 9% | -0.2% | 9.1% | . | . | 9.8 | 42
CC(C)Cn1c(N)c(C(=O)COC(=O)c2cnccn2)c(=O)n(C)c1=O | . | . | . | . | -7% | . | 0.8%[50 µM] | 0.9% | . | . | 1.3 | 60
CSc1ncc(Cl)c(C(=O)Nc2cccc3ccccc23)n1 | -4% | 17% | i | 8 | -4% | -4% | 0.3% | 3.4% | -23 | 15 | 2.6 | 92
COC(=O)c1ccc(CNC(=O)COc2ccccc2Br)o1 | 0% | 22% | i | -4 | 2% | 1% | 0.0% | 0.9% | 2 | -7 | -0.7 | 39
Cc1nn(-c2nc3ccccc3n2Cc2ccccc2)c2c1C(=O)CC(C)(C)C2 | 5% | 0% | i | 2 | . | 6% | 0.2% | 13% | 42 | 25 | 1.2 | 49
CC(C)(C)c1ccc(C(=O)NCCC(=O)Nc2cc(Cl)ccc2N2CCOCC2)cc1 | . | . | . | . | 4% | . | -0.5%[50 µM] | -0.5% | . | . | 18 | 101
CCOCCCNS(=O)(=O)c1ccc(Br)cc1 | -6% | -4% | i | 11 | 2% | 8% | 0.4% | 0.7% | -6 | -4 | 0.6 | 91
NC(=O)CC(NC(=O)c1cccc(Br)c1)c1ccc(NC2CCC2)c([N+](=O)[O-])c1 (stereo not given) | -8% | 9% | . | . | 4% | 2% | -1.6% | 0.2% | . | . | -0.6 | 60
COc1cc2cnc(Cl)nc2cc1OC | -6% | 9% | i | 8 | 1% | 16% | 0.6% | 0.4% | -5 | -16 | . | .
CCCCC/C=C\C[C@H](O)/C=C/c1cccc(C[C@H](O)CCCCO)n1 | 5% | 17% | i | 32 | 1% | 10% | 2.6% | -0.7% | -7 | -7 | 2.7 | 65
CC(Sc1nnc(-c2ccncc2)n1C)C(=O)Nc1ccc(N2CCOCC2)cc1 (stereo not given) | . | . | . | . | -1% | . | 1.7%[50 µM] | 1.1% | . | . | -0.7 | 57
CCOc1ccc(C2=Nn3c(nnc3-c3ccco3)SC2)cc1 | 1% | -5% | i | -7 | 0% | 9% | 0.1% | 1.3% | 45 | 12 | 9.5 | 87
CC1CCN(c2ccccc2NC(=O)c2ccc(N3CCOCC3)c([N+](=O)[O-])c2)CC1 | 0% | 10% | i | -26 | -1% | -16% | 2.2% | -1.0% | 8 | 6 | 6.5 | 41
COc1cc(NC(=O)CN2C(=O)C(=O)N(C3CCCC3)C2=O)cc(OC)c1 | . | . | . | . | 2% | . | 0.2%[50 µM] | 0.2% | . | . | 0.0 | 63
Cc1nc2ccc(NC(=O)CSc3nnc(C)s3)cc2[nH]1 | -1% | 2% | . | . | -4% | -4% | 0.2% | 0.2% | . | . | -1.7 | 53
CC(=O)N1N=C(c2cccs2)CC1c1ccc(C)o1 (stereo not given) | -6% | 3% | i | 7 | -4% | -2% | 0.1% | 2.6% | 11 | 13 | -0.4 | 81
COc1ccc(OCCCN2CCc3ccccc3C2)cc1 | -6% | 12% | . | . | 1% | 6% | -0.1% | -0.8% | . | . | 0.8 | 46
CCOc1cc(CNCCc2ccc(S(N)(=O)=O)cc2)cc(Cl)c1OCc1ccccc1 | -2% | 6% | i | 11 | -3% | 10% | 6.3% | -3.8% | 12 | -1 | 5.1 | 86
O=C(COC(=O)CSc1ccc2ccccc2c1)Nc1ccccc1OC(F)F | -2% | 6% | i | 8 | -7% | 12% | -0.1%[50 µM] | 2.4% | -7 | -2 | 1.6 | 62
COc1ccc2[nH]cc(CCNC(=O)CCC3CCCCC3)c2c1 | -8% | 0% | . | . | . | 14% | -0.1% | 3.8% | . | . | 1.0 | 52

Pulled by structure from the list above:
SMILES | LYP phosphatase | AID2073 | Autophagy mod | Autophagy mod cell loss 18 h | NS5 inhibitors | GPR35 antagonists | K1F lysis inhibition | RSV antiviral HEp-2 | WT yeast gro inh | WT yeast gro inh mutant strain | NTR1 ag | NTR1 ag cell count 20 µM | others
COc1cc(NC(=O)CN2C(=O)C(=O)N(C3CCCC3)C2=O)cc(OC)c1 | . | . | . | . | 2% | . | 0.2%[50 µM] | 0.2% | . | . | 0.0 | 63
Cc1nc2ccc(NC(=O)CSc3nnc(C)s3)cc2[nH]1 | -1% | 2% | . | . | -4% | -4% | 0.2% | 0.2% | . | . | -1.7 | 53
CCOc1cc(CNCCc2ccc(S(N)(=O)=O)cc2)cc(Cl)c1OCc1ccccc1 | -2% | 6% | i | 11 | -3% | 10% | 6.3% | -3.8% | 12 | -1 | 5.1 | 86

The list continues.
SMILES | LYP phosphatase | AID2073 | Autophagy mod | Autophagy mod cell loss 18 h | NS5 inhibitors | GPR35 antagonists | K1F lysis inhibition | RSV antiviral HEp-2 | WT yeast gro inh | WT yeast gro inh mutant strain | NTR1 ag | NTR1 ag cell count 20 µM | others
COc1ccc(N2CCN(C(=O)c3ccc4c(c3)CCN4S(=O)(=O)c3ccccc3)CC2)cc1 | -10% | 4% | . | . | 4% | 7% | 2.9% | 3.3% | . | . | 1.5 | 61
Cc1nc2c(ccc3nc(NC(=O)C(c4ccccc4)c4ccccc4)sc32)s1 | 5% | 12% | i | -4 | -6% | -4% | 0.1% | 32% | 46 | -5 | 1.2 | 92
CCOC(=O)N1CCC(NC(=O)c2cc3c(=O)n(C)c4ccccc4c3n2C)CC1 | -4% | 4% | . | . | -4% | -8% | -2.5% | -0.1% | 10 | -3 | 6.1 | 42
CCOC(=O)N1CCN(Cc2ccc(O)c3ncccc23)CC1 | -6% | -7% | i | 4 | . | -2% | . | -2.3% | -18 | -6 | 2.4 | 53
CC(C)OC(=O)c1ccc(NC(=O)CSc2nc3ncccc3[nH]2)cc1 | 1% | 20% | i | 19 | . | 3% | 3.7% | 0.0% | 3 | -8 | -0.1 | 83
COC(=O)CC1C(=O)NCCN1C(=S)Nc1ccccc1Cl (stereo not given) | -11% | -10% | i | -19 | -3% | -1% | 0.2% | 0.4% | -5 | 7 | 0.8 | 50
CCn1cnc2cc(NCc3ccc(C)cc3)ccc21 | -7% | -51% | i | 4 | 5% | -1% | 6.3% | 0.4% | 12 | 21 | 1.2 | 67
Cc1ncc([N+](=O)[O-])n1CCOC(=O)c1cc(Cl)cc(Cl)c1N | 1% | 22% | i | 6 | -3% | -10% | -1.1% | 8.5% | 47 | 22 | 2.4 | 43
COc1ccc(NC(=O)CSCC(=O)N(C)CC(=O)Nc2c(C)cccc2C)cc1 | . | . | . | . | 1% | . | 0.9%[50 µM] | 0.0% | . | . | -0.1 | 40
COc1cc(/C=N/Nc2cccc3cccnc23)cc(OC)c1O | -2% | -13% | i | -1 | . | -9% | -0.1% | 2.3% | -5 | 8 | 0.8 | 104
O=C(NCc1ccco1)c1ccc(Cl)c(S(=O)(=O)N2CCOCC2)c1 | 0% | -3% | i | 4 | 1% | -8% | 0.1% | 4.0% | 14 | 10 | -1.1 | 94
CCOC(=O)C1(Cc2cccc(F)c2)CCN(C(=O)c2cnc(C)cn2)CC1 | -5% | -7% | i | -9 | -7% | 1% | 1.0% | -1.5% | 18 | -7 | 2.6 | 48
NS(=O)(=O)c1ccc(CCNC(=O)CSc2nc3ccsc3c(=O)n2CCCCCC(=O)O)cc1 | 1% | -4% | i | -1 | -7% | -12% | -0.6% | 3.7% | 7 | -7 | 0.8 | 54
COc1ccc(NC(=O)C(C)N(c2ccc(C)cc2)S(C)(=O)=O)cc1 (stereo not given) | -1% | 10% | i | 0 | 3% | -5% | 8.0% | 0.9% | 2 | -11 | 2.8 | 52
CCOCCCNCc1cc(Cl)ccc1OCC | -5% | -9% | i | 14 | -2% | 6% | 0.5% | -1.4% | 5 | 20 | -0.4 | 57
Cc1c(Cl)cnc(NC(=O)COC(=O)c2ccc3ncsc3c2)c1Cl | -8% | 29% | i | 0 | 4% | -3% | 0.0% | -0.8% | 2 | -7 | -0.6 | 71
CCC(=O)Nc1c(-c2ccc(C)cc2)nc2ccc(C)cn12 | -7% | 13% | . | . | -9% | -11% | 0.3% | 1.1% | . | . | 1.3 | 67 | NS5 inhibitors pilot replicate=-2.1
CC(C)C(NS(=O)(=O)c1cccc2nsnc12)C(=O)NCc1ccco1 (stereo not given) | -8% | 4% | . | . | -13% | 4% | 0.0% | 0.8% | . | . | 0.5 | 56
Cc1ccc(N=Cc2cc(Br)cc(Cl)c2O)cc1 | -1% | 8% | i | 12 | -4% | -16% | -0.9% | 1.9% | 10 | 20 | 1.3 | 40
COc1ccc(N2CCN(C(=O)c3ccc(COc4ccc([N+](=O)[O-])cc4)o3)CC2)cc1 | -5% | 0% | . | . | -3% | -7% | 0.6%[50 µM] | . | . | . | 5.3 | 70
O=C(CCC1=NS(=O)(=O)c2ccccc2N1)NC1CCCCCCC1 | -9% | 1% | i | 6 | 1% | 10% | 0.1% | 0.5% | 19 | 3 | 0.8 | 100
CCC(=O)C1CCCN(C(=O)c2ccc(OC)c(OC3CCN(C(C)=O)CC3)c2)C1 (stereo not given) | -10% | -6% | . | . | -4% | 9% | 0.2% | 0.1% | . | . | 0.2 | 65
CCn1c(C)cc(C(=O)CN2C(=O)c3ccccc3S2(=O)=O)c1C | . | . | . | . | -2% | . | 0.4%[50 µM] | 1.5% | . | . | -1.9 | 54
CNC(=O)C1CC(=O)N(c2ccc(OCC(=O)Nc3ccc(OC)cc3)cc2)C1 (stereo not given) | . | . | . | . | -12% | . | 0.0%[50 µM] | 0.6% | . | . | 0.8 | 53
CN(C(=O)CSC1=Nc2ccccc2C2=NC(c3ccccc3)C(=O)N12)C1CCCCC1 (stereo not given) | -2% | -16% | i | -9 | 5% | 14% | 0.7% | 8.3% | 5 | -17 | 0.6 | 96
O=C(NCCNCc1cccs1)c1ccccc1F | -3% | 12% | i | 10 | -5% | -2% | 0.4% | -1.6% | -6 | 4 | 0.1 | 76
Cc1cc(C(=O)NCc2cc(C(=O)O)co2)co1 | -2% | 4% | i | -7 | 1% | -24% | -0.2% | 3.7% | 3 | -5 | -0.1 | 15
Cc1ccc(/C=C(\C#N)c2nc3ccccc3[nH]2)s1 | -6% | -2% | i | 2 | -5% | 2% | 0.4% | 4.4% | 17 | 13 | 2.4 | 52
Cc1ccc(CNC(=O)Cc2csc(Nc3nc(=S)[nH]c4ccccc34)n2)cc1 | 1% | 14% | i | -29 | . | -2% | . | . | -24 | 5 | 4.1 | 74
CCOc1cc(/C=N/NC(=O)CSc2nncn2C)ccc1OCC(N)=O | -1% | -5% | . | . | -5% | 3% | 3.7% | . | . | . | 0.1 | 45
CC1(C)Cc2c(cnn2-c2ccc(F)cc2)C(NC(=O)CN2CCCCC2=O)C1 (stereo not given) | -6% | 17% | . | . | 0% | 0% | -0.3% | -0.1% | . | . | -1.5 | 50
NNC(=O)COc1ccc(C2SCCS2)cc1 | -5% | -8% | i | 11 | 0% | 14% | -0.2% | 0.0% | -4 | 16 | -1.0 | 55
